# NPSR antagonist: antagonists of human neuropeptide S receptor cAMP signaling | Q6W5P4 | Potency, µM (highest dose often 38.3 µM), for the others: at the highest dose activity change, negative = inhibition, actives largely listed as inhibitors | 1% of 220,000 active | AID 1461 | CHO-NPSR cells, cAMP TR-FRET, antagonist mode; also: potency is read from the fitted curve at half-maximal effect; % is scaled to controls: 0 for no effect and ±100 for the full control effect; nearly all actives have a fitted effect of over 50% in size; many of its hits are not listed in these tables
# LMNA splice mod: LMNA splicing modulation. HeLa LMNA splicing GFP/RFP minigene ratio, 48 h. Potency, µM (series often up to 46.1 µM), without a hit: top-dose ratio change, negative = inhibition, actives largely listed as inhibitors. 0.01% of 200,000 active. AID 1487; active = well fitted inhibition curve with a large enough effect in the signal ratio, with a control signal flat, not every such curve was filed as active; inconclusive = small, poorly fitted or top-dose-only effect, or effect the other way, or a change in a side signal; the % refers to the signal ratio; also: potency is read from the fitted curve at half-maximal effect; % is scaled to controls: 0 for no effect and ±100 for the full control effect
#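 Read-out is the ratio of GFP to DsRed2 object intensity, acquired by 488 nm laser-scanning cytometry on HeLa lamin A-EGFP minigene reporter cells. Compound incubation 48 hrs at 37 °C in Opti-MEM with 2% FBS; DMSO 0.5% final.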
# Epigenetic reg: derepresses silenced GFP reporter in murine cells; 0.2% of 280,000 active; murine LDR cells, GFP reporter derepression, 30 h; Potency, µM (series often up to 53.9 µM), without a hit: at the highest dose GFP activation, usual class: activators; also: potency is read from the fitted curve at half-maximal effect; % of control where 0% means no effect; nearly all actives have a fitted effect of over 60% in size
#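 Reporter derepression read as number of fluorescent GFP-positive objects, 20-120 um in size, counted by laser-scanning cytometer. Mouse LDR line with an epigenetically silenced CMV-GFP locus; compound incubation 30 h, 37 C.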
# Luc counter: counter-screen: inhibitors of Kinase-Glo firefly luciferase; Kinase-Glo luciferase, ATP luminescence, 8 min; Potency, µM (series often up to 38.3 µM), for the others: at the top dose activity change, negative = inhibition, usual class: inhibitors; 0.28% of 200,000 active; also: potency is read from the fitted curve at half-maximal effect; % is scaled to controls: 0 for no effect and ±100 for the full control effect; nearly all actives have a fitted effect of over 60% in size
#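 Light output from Kinase-Glo luciferase with luciferin and 10 uM ATP in 50 mM imidazole pH 7.2, KCl, MgCl2, Tween 20, BSA; compound pin-delivered, 8-min ambient incubation, then luminescence read.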
# IMPase Li inh: cell-permeable IMPase inhibitors with lithium potentiation | CHO-M1 cells, IP1 TR-FRET (IP-One), carbachol + lithium | Potency, µM (series often up to 59.4 µM), for inactives: at the top dose activity, negative = IMPase inhibition, hits mostly inhibitors | 0.35% of 210,000 active | AID 1457;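 also: IP1 builds up when IMPase is blocked and the TR-FRET signal falls; potency is read from the fitted curve at half-maximal effect; plate controls were basal vehicle for no effect and high inhibitor control for full effect; nearly all actives have a fitted effect of over 50% in size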
#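 Steps: plate 2000 CHO-M1 cells per well and culture 16–30 h; add compound and lithium; incubate 30 min, 37C; add d2-IP1 tracer and Eu cryptate anti-IP1 antibody in lysis buffer; read after 10 min at room temperature.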
# CBFb-RUNX1 inh: CBF-beta/RUNX1 interaction disruption; Q01196+Q13951; AlphaScreen CBFb-His/RUNX1-biotin binding, biochemical; Potency, µM (highest dose often 59.8 µM), for the others: at the top dose activity, negative = inhibition, usual class: inhibitors; 230,000 tested, under 10 active; also: % of control where 0% means no effect
# Target sequence (Q01196 whole entry, looked up): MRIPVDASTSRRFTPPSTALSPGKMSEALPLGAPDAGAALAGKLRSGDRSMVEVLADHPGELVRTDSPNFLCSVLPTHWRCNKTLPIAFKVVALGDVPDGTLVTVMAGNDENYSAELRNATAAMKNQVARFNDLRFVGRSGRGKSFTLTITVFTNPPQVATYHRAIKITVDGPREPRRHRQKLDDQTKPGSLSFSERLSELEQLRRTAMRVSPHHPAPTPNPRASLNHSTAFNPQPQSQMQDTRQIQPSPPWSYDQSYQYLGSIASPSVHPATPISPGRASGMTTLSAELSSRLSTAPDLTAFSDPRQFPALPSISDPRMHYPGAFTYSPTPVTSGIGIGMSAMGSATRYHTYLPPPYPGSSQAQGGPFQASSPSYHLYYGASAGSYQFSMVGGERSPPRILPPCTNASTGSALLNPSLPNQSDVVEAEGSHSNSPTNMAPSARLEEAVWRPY
# Target sequence (Q13951 whole entry, looked up): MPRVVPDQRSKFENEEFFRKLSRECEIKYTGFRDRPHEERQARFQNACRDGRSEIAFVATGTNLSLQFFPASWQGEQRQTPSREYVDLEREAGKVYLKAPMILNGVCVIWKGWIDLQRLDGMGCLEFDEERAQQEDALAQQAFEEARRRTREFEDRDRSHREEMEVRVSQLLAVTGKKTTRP
#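 Inhibition was taken as any reduction in AlphaScreen signal from the CBF-beta–RUNX1 pair (His and biotin tags, 30 nM each), measured after compound (15 min) and bead (90 min) incubations at room temperature.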
# GLA spleen mod: inhibits or activates alpha-galactosidase in human spleen homogenate. P06280. human spleen homogenate, 4MU-alpha-Gal fluorescence, 40 min. Potency, µM (top dose mostly 80 µM), for the others: top-dose activity change, negative = inhibition, actives largely listed as inhibitors. 0.008% of 240,000 active. AID 2107;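 also: potency is read from the fitted curve at half-maximal effect; 0% = enzyme with vehicle and -100% = no enzyme basal signal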
# Target sequence (P06280 32-429 limits assumed): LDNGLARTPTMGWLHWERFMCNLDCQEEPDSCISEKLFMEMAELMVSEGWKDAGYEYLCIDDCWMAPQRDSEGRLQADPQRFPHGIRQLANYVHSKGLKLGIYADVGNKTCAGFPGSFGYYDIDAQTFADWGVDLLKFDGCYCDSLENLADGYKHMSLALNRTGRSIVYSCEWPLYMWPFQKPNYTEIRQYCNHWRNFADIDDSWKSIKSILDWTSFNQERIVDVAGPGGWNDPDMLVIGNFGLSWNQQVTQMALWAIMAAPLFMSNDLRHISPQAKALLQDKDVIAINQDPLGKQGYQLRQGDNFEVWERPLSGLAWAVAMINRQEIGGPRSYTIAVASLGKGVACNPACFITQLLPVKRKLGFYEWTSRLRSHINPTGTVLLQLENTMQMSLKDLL
#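 qHTS titration in buffer at pH 5.0. Alpha-galactosidase activity in spleen homogenate was measured via 4-methylumbelliferone release from 1 mM fluorogenic substrate after 40 min at 37C and a pH 10 stop. AC50 came from Hill fits of control-normalized data.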
# Active calls of the source: *; ? = inconclusive; · = no result given; [ ] = another dose, or the depositor's remark. Unless noted, calls follow the shape of the dose curve; as a rule, active = well fitted curve in the direction sought with a large enough effect; inconclusive = small, poorly fitted or top-dose-only effect, or another doubt; inactive = no such curve, though single readings can be large; an effect the other way counts as inactive or inconclusive.
SMILES	NPSR antagonist	LMNA splice mod	Epigenetic reg	Luc counter	IMPase Li inh	CBFb-RUNX1 inh	GLA spleen mod
COc1cccc(-c2nccc(NCc3cnc(C)cn3)n2)c1	·	0%	·	·	5%	·	-7%
O=c1cnc2cnc(N3CCOCC3)nc2n1C[C@H]1CCCO1	·	·	·	-2%	5%	·	0%
COc1ccc(C(=O)Nc2c(N)nc(SCC(=O)N3CCCCCC3)[nH]c2=O)cc1OC	-4%[46.1 µM]	-9%	0.0%	-1%	3%	-3%	-3%
Cc1ccc(-n2cc[nH]c2=S)cc1C	13%	-7%	-1.1%	0%	-5%	17%	-2%
O=C(CCn1nnc(-c2cccs2)n1)NCc1ccccc1Cl	2%[46.1 µM]	-3%	0.0%	-1%	20%[38.3 µM]	2%	3%
COc1ccc(C(=O)NC2(C(F)(F)F)N=C3SCCN3C2=O)cc1 (configuration not stated)	23%[46.1 µM]	-1%	0.0%	-4%	-14%[38.3 µM]	0%	6%
CC(C)c1ccc(N(CC(=O)Nc2ccc(S(=O)(=O)N3CCOCC3)cc2)S(C)(=O)=O)cc1	-21%[46.1 µM]	-14%	-1.0%	-5%	25%[38.3 µM]	-1%	-7%
C=CCOC(=O)Nc1snnc1C	5%[46.1 µM]	1%	-1.0%	2%	2%[38.3 µM]	4%	-13%
CCOC(=O)c1c(C)nc2cc(C)ccn12	0%[46.1 µM]	5%	-0.2%	-1%	7%[38.3 µM]	9%	3%
O=C(c1ccc(N2CCCC2)c([N+](=O)[O-])c1)N1CCN(c2ccccn2)CC1	13%	·	-0.1%	-1%	2%	-9%	1%
O=C(Nc1nc(=O)n(C(=O)c2cccc(C(F)(F)F)c2)s1)c1ccccc1	-4%	·	0.0%	·	·	7%	2%
COc1ccc(-c2nnn(CCC(=O)O)n2)cc1	0%[46.1 µM]	-4%	-0.6%	-4%	15%[38.3 µM]	4%	8%
COC(=O)c1cc2c([nH]c3ccccc32)c(C)n1	-1%[46.1 µM]	?	-0.5%	-1%	-17%[38.3 µM]	7%	7%
CCCCNC(=O)Cc1coc2ccc3ccccc3c12	-15%[46.1 µM]	7%	-0.9%	-3%	-5%[38.3 µM]	2%	4%
CCCN(CCC)c1nc(Cl)nc(NCc2ccco2)n1	-15%[46.1 µM]	?	6.5%	3%	51%[activator][38.3 µM]	16%	-13%
Cc1ccc(N2C(=O)CSC2c2c(F)cccc2Cl)cc1 (configuration not stated)	-20%[46.1 µM]	13%	1.6%	16%	17%[38.3 µM]	1%	-17%
[O-][n+]1cccc2ncc3cscc3c21	9%	-2%	-1.0%	0%	0%	0%	-11%
CC1CCc2c(C(=O)NCc3ccco3)csc2C1 (configuration not stated)	-4%	·	0.7%	·	·	0%	-2%
Cc1nn(-c2ccccc2)c(N2CCCC2)c1/C=N/NC(=O)c1cc(-c2ccccc2)nc2ccccc12	-32%	?	-0.1%	5%	0%	-4%	-1%
CCN=C1S/C(=C\c2cn(CC(=O)NCCOC)c3ccccc23)C(=O)N1CC	27%	-15%[46 µM]	17%	-1%	6%	6%	-4%
COc1ccc(C(=O)n2nc(C)cc2C)cc1OC	-1%[46.1 µM]	-5%	-0.7%	-3%	-6%[38.3 µM]	6%	1%
Cc1cccc(C2Nc3ccccc3C(=O)N2c2ccccc2)n1 (configuration not stated)	-20%[46.1 µM]	-6%	-1.0%	5%	28%[38.3 µM]	-10%	11%
CC(C)OCCCN1CN(S(=O)(=O)c2cccs2)c2nc3ccccc3nc21	?	·	-0.9%	·	·	7%	11%
O=S(=O)(c1ccc(Cl)cc1Br)N1CCCCC1	-4%[46.1 µM]	-4%	0.0%	-5%	23%[38.3 µM]	12%	-2%
CCCN1CCC(=O)N([C@H](CSc2ccc(OC)cc2)CC(C)C)CC1	9%	·	-3.6%	·	·	13%	2%
CCOc1ccc(-c2nnn(CC(=O)Nc3ccccc3OC)n2)cc1OCC	-10%[46.1 µM]	10%	1.0%	-8%	3%[38.3 µM]	3%	12%
CCn1cc(SCC(=O)Nc2cc(C)on2)c2ccccc21	8%	-8%	-1.0%	2%	-4%	2%	3%
O=C(CCSCCC(=O)N1CCCC1)N1CCCC1	-16%[46.1 µM]	-5%	-2.1%	1%	25%[38.3 µM]	7%	1%
CN(c1ccccc1)C(c1ccc(F)cc1)c1nnnn1C1CCCC1 (configuration not stated)	-26%[46.1 µM]	-2%	0.0%	-5%	6%	11%	-9%
CC1CC(=O)Nc2ccccc2N1C(=O)Nc1ccc(F)cc1F (configuration not stated)	1%[7.67 µM]	·	0.0%	·	·	6%	2%
Cc1ccc(N(Cc2ccccc2F)S(C)(=O)=O)cc1C	-18%[46.1 µM]	11%	-4.0%	2%	5%[38.3 µM]	5%	4%
COc1ccc(NC(=S)N2N=CCC2c2ccccc2)cc1 (configuration not stated)	-10%[46.1 µM]	-1%	-0.1%	-7%	11%[38.3 µM]	0%	8%
Cc1ccc(S(=O)(=O)NC2CCCCC2)cc1	·	·	·	·	-12%	16%[21.7 µM]	-9%
O=C(COC(=O)CCc1nc2ccccc2c(=O)[nH]1)Nc1ccc2c(c1)OCO2	-10%	·	5.8%	·	·	-1%	-2%
S=c1[nH]nc(Nc2cccc3ccccc23)s1	15%	·	0.0%	·	·	-6%	12%
CCCCc1c(O)nc(SCC(=O)O)[nH]c1=O	0%	?	3.9%	0%	10%	4%	6%
CCCc1cc(C(=O)NCCc2ccc(OC)c(OC)c2)no1	3%[46.1 µM]	-14%	2.9%	8%	15%[38.3 µM]	1%	3%
CCN(CC)c1ccc(S(=O)(=O)Nc2cc(Cl)ccc2Cl)cc1NC(=S)NC(=O)C1CCCC1	-55%	?	0.0%	0%	8%	-1%	5%
O=C(/C=N/NC(=O)c1ccccc1Br)c1ccccc1	0%	26%[46 µM]	0.0%	-3%	5%	-3%	-10%
CCn1c2ccccc2c2cc(C3N=C(N)Nc4nc5ccccc5n43)ccc21 (configuration not stated)	-11%[46.1 µM]	?	-1.1%	-2%	9%[38.3 µM]	-4%	-3%
CN1c2ccsc2/C(=N/Nc2ccc(F)cc2)CS1(=O)=O	-10%	·	-2.2%	1%	-11%	-17%	5%
CCN(CC)S(=O)(=O)c1cc(NS(=O)(=O)c2ccc(Cl)c(C(=O)O)c2)ccc1C	3%	·	4.5%	·	·	18%	-1%
CCOC(=O)c1cc(-c2ccccc2)sc1NC(=O)c1cc(OC)c(OC)c(OC)c1	-4%	-12%	0.0%	-1%	2%	-16%	-14%
CCn1nnc(-c2ccccc2NC(=O)c2cc(OC)c(OC)c(OC)c2)n1	-13%[46.1 µM]	-2%	5.4%	-5%	-10%[38.3 µM]	-1%	2%
CCOc1ccc(N(Cc2cc3cc(OC)ccc3[nH]c2=O)C(=O)C2CCCO2)cc1 (configuration not stated)	-7%[46.1 µM]	-2%	-6.1%	·	·	2%	?
S=C(N/N=C/c1ccc(Cl)cc1)N1CCOCC1	-7%	16%	0.1%	-4%	0%	-21%	-8%
Cc1ccc(-n2c(SCC(=O)Nc3cc(S(=O)(=O)N4CCOCC4)ccc3Cl)nc3ccccc3c2=O)cc1	4%	-4%	-1.5%	-2%	5%	11%	-10%
O=C(NNC(=O)NC1CCCCC1)NC1CCCCC1	18%	·	-3.3%	-2%	2%	-1%	-3%
O=C(NC12CC3CC(CC(C3)C1)C2)N1CCN(c2ncccn2)CC1	-11%	4%[46 µM]	-1.1%	-4%	6%	2%	1%
N#Cc1ccc(S(=O)(=O)N2CCN(c3ncccn3)CC2)cc1	-6%	-11%[46 µM]	0.6%	·	·	17%	-7%

# Whole records as entered above. Values in the order: NPSR antagonist, LMNA splice mod, Epigenetic reg, Luc counter, IMPase Li inh, CBFb-RUNX1 inh, GLA spleen mod
# O=C(NC12CC3CC(CC(C3)C1)C2)N1CCN(c2ncccn2)CC1 in the list: -11%, 4%[46 µM], -1.1%, -4%, 6%, 2%, 1%
# CC1CCc2c(C(=O)NCc3ccco3)csc2C1 (configuration not stated) in the list: -4%, ·, 0.7%, ·, ·, 0%, -2%
# O=C(CCSCCC(=O)N1CCCC1)N1CCCC1 in the list: -16%[46.1 µM], -5%, -2.1%, 1%, 25%[38.3 µM], 7%, 1%

# Additional structures:
SMILES	NPSR antagonist	LMNA splice mod	Epigenetic reg	Luc counter	IMPase Li inh	CBFb-RUNX1 inh	GLA spleen mod
CN(C)c1nc(N)nc(-c2ccco2)n1	-22%[46.1 µM]	4%	-1.0%	-2%	12%[38.3 µM]	-2%	-1%
OCCOCCn1c2ccccc2c2ccccc21	15%[46.1 µM]	-7%	-1.0%	9%	-17%[38.3 µM]	-2%	6%
CCOC(=O)c1c(CSc2ccccc2)n(C)c2ccc(O)c(CN3CCOCC3)c12	7.9µM*	?	0.2%	-1%	10%	-14%	4%
COc1ccc(CNC(=O)CCCN2C(=O)c3ccccc3C2=O)cc1	11%	?	-1.2%	1%	0%	2%	4%
O=C(CCNS(=O)(=O)c1cccs1)N1CCc2ccccc2C1	0%[46.1 µM]	-4%	-0.8%	1%	-4%[38.3 µM]	5%	1%
CCOc1ccc(NC(=O)c2ccc3c(c2)N(Cc2ccc(F)cc2)C(=O)CS3=O)cc1 (configuration not stated)	?	?	-0.8%	4%	32%[activator][38.3 µM]	10%	-15%
N/C(=N\OC(=O)c1cccc(F)c1)c1ccccc1	-8%[46.1 µM]	-3%[0.0737 µM]	-0.9%	11µM*	-24%[38.3 µM]	13%	0%
COc1ccc(-c2nc3ccccc3c(=O)n2CCN2CCOCC2)cc1	-8%[46.1 µM]	-2%	-1.1%	2%	6%[38.3 µM]	5%	7%
Cc1ccc(CSc2nnc(C)c(=O)[nH]2)cc1	6%	7%[9.22 µM]	-3.0%	0%	-1%	8%	4%
COc1ccc(-c2ccc(=O)n(Cc3ccc([N+](=O)[O-])cc3)n2)cc1	0%	·	1.2%	3%	8%	-4%	-2%
CC(NC(=O)Nc1ccc(F)cc1)C(c1cccs1)N1CCCC1 (configuration not stated)	26%	-8%	2.3%	1%	6%	1%	9%

# 3 of the entries above in order of the LMNA splice mod value, low to high:
SMILES	NPSR antagonist	LMNA splice mod	Epigenetic reg	IMPase Li inh	CBFb-RUNX1 inh
OCCOCCn1c2ccccc2c2ccccc21	15%[46.1 µM]	-7%	-1.0%	-17%[38.3 µM]	-2%
O=C(CCNS(=O)(=O)c1cccs1)N1CCc2ccccc2C1	0%[46.1 µM]	-4%	-0.8%	-4%[38.3 µM]	5%
COc1ccc(-c2nc3ccccc3c(=O)n2CCN2CCOCC2)cc1	-8%[46.1 µM]	-2%	-1.1%	6%[38.3 µM]	5%

# Bioassay records (PubChem)

# Some of the compounds tested, so the mix of outcomes need not match the whole.
